# Tb PFK block – blocks T. brucei phosphofructokinase. O15648. T. brucei PFK, ADP-Glo luminescence. Potency, µM (titrated, usually from 57.5 µM), for the others: top-dose activity, negative = inhibition, hits mostly inhibitors. hit rate 0.17% among 330,000;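 also: potency is read from the fitted curve at half-maximal effect; 0% = uninhibited 1x PFK enzyme wells and -100% = no-enzyme wells; nearly all actives have a fitted effect of over 60% in size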
#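 ADP-Glo luminescence quantified ADP after 45 min at room temperature, with 1.25 nM T. brucei PFK, 0.1 mM ATP and 0.5 mM fructose-6-phosphate in pH 8.0 TEA buffer. qHTS titrations up to 57 µM; curves classified by quality.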
# PKM2 activator – activators of human pyruvate kinase M2; AID 1631; purified PKM2, Kinase-Glo ATP luminescence, activation; response scale: 0% is enzyme alone, no compound; P14618; hit rate 0.34% among 260,000; Potency, µM (doses to about 57.5 µM), without a hit: at the top dose activation, usual class: activators; also: potency is read from the fitted curve at half-maximal effect; % is scaled to controls: 0 for no effect and ±100 for the full control effect; nearly all actives have a fitted effect of over 55% in size
#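 Purified hPK-M2 (>95%) run at intermediate activity with 0.1 mM ADP and 0.5 mM PEP in 50 mM imidazole pH 7.2, KCl, MgCl2; 1 h room temperature. ATP formed read by Kinase-Glo luminescence; normalized to uninhibited and no-enzyme controls.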
# GALK inhibitor – galactokinase (human) inhibition; P51570; Purified GALK, Kinase-Glo residual ATP luminescence; Potency, µM (top dose mostly 57.5 µM), for inactives: at the top dose activity change, negative = inhibition, hits mostly inhibitors; hit rate 0.007% among 270,000; also: potency is read from the fitted curve at half-maximal effect; % is scaled to controls: 0 for no effect and ±100 for the full control effect
#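 GALK at 5 nM final was combined with compound, 35 uM ATP and 100 uM galactose in HEPES pH8.0 with MgCl2 and DTT. The reaction ran one hour at room temperature before luminescent ATP detection.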
# Menin MLL FP TR – displaces Texas Red mutant MLL peptide from human menin | O00255 | Menin + Texas Red MLL mutant peptide, fluorescence polarization | Potency, µM (titrated, usually from 61.6 µM), for the others: at the top dose FP activity change, negative = inhibition, most hits filed as inhibitors | hit rate 0.23% among 270,000; active = well fitted inhibition curve with a large enough effect in the polarisation, with a control signal flat, not every such curve was filed as active; inconclusive = small, poorly fitted or top-dose-only effect, or effect the other way, or a change in a side signal; inactive = no such curve, though single readings can be large or run the other way; the % refers to the polarisation; also: potency is read from the fitted curve at half-maximal effect; % of control where 0% means no effect; many of its hits are not listed in these tables
# PTAP TSG101 blk – blocks PTAP/TSG101 interaction to inhibit HIV-1 budding. Potency, µM (titrated, usually from 115 µM), for the others: at the top dose activity change, negative = inhibition, hits mostly inhibitors. Q99816. 340,000 tested, under 10 active. Fluorescence polarization, FITC-PTAP peptide / Tsg101 binding; active = well fitted inhibition curve with a large enough effect in the main read-out, with a control signal flat, not every such curve was filed as active; inconclusive = small, poorly fitted or top-dose-only effect, or effect the other way, or a change in a side signal; inactive = no such curve, though single readings can be large or run the other way; also: potency is read from the fitted curve at half-maximal effect; % of control where 0% means no effect
#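 Fluorescence polarization binding of Tsg101 binding domain (10 uM final) to FITC-labeled PTAP peptide (50 nM final) in HEPES pH 7.5 buffer with NaCl, Tween 20, EDTA, TCEP. Compounds added before peptide; binding 20 min at RT.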
# Coupling enz – counter-screen for Giardia aldolase inhibitors: coupling enzyme system. coupling enzyme system counterscreen, AmpLite Red fluorescence. activity change, negative = inhibition, % at 58.2 µM, hits read low. hit rate 0.67% among 290,000. AID 2472; in the data active = activity change below about -30%; also: % is scaled to controls: 0 for no effect and ±100 for the full control effect
#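 Counterscreen of the coupled detection system alone, without aldolase: glyceraldehyde-3-phosphate coupling enzymes plus AmpLite Red readout. Compounds at 57.5 uM final, 10 min RT preincubation, 20 min RT reaction, fluorescence 525/598 nm.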
# Integrin act MD – integrin-mediated muscular dystrophy alleviation activation. Potency, µM (highest dose often 38.3 µM), for inactives: at the top dose activation, actives largely listed as activators. alpha7betagal myoblasts, beta-gal FDG fluorescence, 48 h. hit rate 0.064% among 350,000;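 also: potency is read from the fitted curve at half-maximal effect; 100% = response of the positive control SU9516; nearly all actives have a fitted effect of over 60% in size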
#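 alpha7betagal+/- myoblasts (passage 13, 250/well) treated 48 h at 37C with compounds at 1:260 dilution of DMSO stock. Lysed, then beta-galactosidase activity read as FDG fluorescence (ex 480/em 540) after 30 min, with pre-read for autofluorescence.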
# Giardia killer – Giardia lamblia killing; Giardia lamblia trophozoite viability; activity change, % at 7.66 µM, hits read low; hit rate 0.15% among 340,000; in the data active = activity change below about -80%; inconclusive = between about -30% and that limit;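 also: parasites exposed to compound for two days anaerobically before the ATP read; % is scaled to controls: 0 for no effect and ±100 for the full control effect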
#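 Each well holds 100 Giardia trophozoites and compound. After two days (48 hrs) at 37 deg C in anaerobic conditions, ATP is quantified by luminescence.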
# BCR signal inh – inhibitors of chronic active B-cell receptor signaling | ABC-DLBCL IkBa-CBG/CBR reporter, luminescence ratio, 4 h | hit rate 0.05% among 340,000 | Potency, µM (doses to about 46.1 µM), without a hit: at the highest dose ratio change, negative = lower green/red ratio, actives largely listed as inhibitors; active = well fitted inhibition curve with a large enough effect in the signal ratio, with a control signal flat, not every such curve was filed as active; inconclusive = small, poorly fitted or top-dose-only effect, or effect the other way, or a change in a side signal; the % refers to the signal ratio;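 also: potency is read from the fitted curve at half-maximal effect; plate controls were basal doxycycline-induced cells for no effect and cells given 10 µM MG132 for full effect; MG132 reads +100%, hits lower the ratio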
#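 TMD8 ABC-DLBCL cells carrying doxycycline-inducible green luciferase fused to IkappaBalpha plus unfused red luciferase were exposed to compounds (up to 46 uM) for 4 hrs at 37C. Activity came from the overlap-corrected green/red luminescence ratio.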
# S-ASM inh – human S-ASM enzyme inhibition | P17405 | placental ASM, HMU-PC fluorogenic substrate, 60 min | Potency, µM (titrated, usually from 57.5 µM), for inactives: top-dose activity change, negative = inhibition, most hits filed as inhibitors | hit rate 0.006% among 340,000 | AID 504937; also: potency is read from the fitted curve at half-maximal effect
# Target sequence (P17405 47-631 limits assumed): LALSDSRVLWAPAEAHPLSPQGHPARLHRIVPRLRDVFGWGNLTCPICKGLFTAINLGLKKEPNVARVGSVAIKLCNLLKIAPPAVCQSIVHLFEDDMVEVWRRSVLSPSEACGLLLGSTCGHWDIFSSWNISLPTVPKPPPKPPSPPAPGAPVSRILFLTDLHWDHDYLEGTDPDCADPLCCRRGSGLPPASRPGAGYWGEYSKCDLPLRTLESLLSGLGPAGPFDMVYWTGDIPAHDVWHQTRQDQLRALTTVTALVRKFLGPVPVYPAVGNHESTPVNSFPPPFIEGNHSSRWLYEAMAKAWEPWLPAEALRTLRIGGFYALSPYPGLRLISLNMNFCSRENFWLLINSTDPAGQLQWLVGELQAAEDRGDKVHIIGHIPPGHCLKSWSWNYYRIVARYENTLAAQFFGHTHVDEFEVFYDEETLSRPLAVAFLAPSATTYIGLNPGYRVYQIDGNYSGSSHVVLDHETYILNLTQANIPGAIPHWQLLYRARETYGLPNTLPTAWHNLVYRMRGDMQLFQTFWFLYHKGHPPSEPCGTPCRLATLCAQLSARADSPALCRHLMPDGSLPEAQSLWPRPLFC
#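 Human placenta-derived ASM preincubated with compound 10 min at room temperature, then reacted with 9 uM (final) fluorogenic HMU-PC substrate for 60 min at 37 C. Stop solution raises pH to 10; fluorescence read at Ex 386/Em 447 nm.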
# B2AR arrestin – beta2AR (human) beta-arrestin recruitment activity; beta-arrestin recruitment to beta2AR, cell-based reporter; hit rate 0.02% among 330,000; P07550; Potency, µM (top dose mostly 46.1 µM), for the others: at the top dose activation, usual class: activators;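 also: potency is read from the fitted curve at half-maximal effect; 0% = DMSO controls and full agonism = EC100 isoproterenol or metaproterenol; nearly all actives have a fitted effect of over 65% in size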
# Target sequence (P07550 whole entry, looked up): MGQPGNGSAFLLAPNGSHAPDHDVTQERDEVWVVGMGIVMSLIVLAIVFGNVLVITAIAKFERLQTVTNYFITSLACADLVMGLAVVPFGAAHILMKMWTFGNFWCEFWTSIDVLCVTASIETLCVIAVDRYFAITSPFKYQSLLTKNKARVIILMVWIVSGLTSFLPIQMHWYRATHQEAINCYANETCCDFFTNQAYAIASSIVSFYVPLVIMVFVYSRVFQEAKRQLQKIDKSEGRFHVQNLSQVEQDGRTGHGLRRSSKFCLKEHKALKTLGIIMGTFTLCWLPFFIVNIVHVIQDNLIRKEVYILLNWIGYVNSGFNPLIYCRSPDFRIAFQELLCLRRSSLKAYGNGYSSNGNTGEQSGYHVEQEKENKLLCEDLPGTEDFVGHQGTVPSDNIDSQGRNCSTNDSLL
# Numbers without * were called inactive; i = inactive; ? = inconclusive; . = no result given; & = joins results of further samples; [ ] = dose if it differs, or a comment. Unless noted, calls follow the shape of the dose curve; as a rule, active = well fitted curve in the direction sought with a large enough effect; inconclusive = small, poorly fitted or top-dose-only effect, or another doubt; inactive = no such curve, though single readings can be large; an effect the other way counts as inactive or inconclusive.
SMILES,Tb PFK block,PKM2 activator,GALK inhibitor,Menin MLL FP TR,PTAP TSG101 blk,Coupling enz,Integrin act MD,Giardia killer,BCR signal inh,S-ASM inh,B2AR arrestin
CS(=O)(=O)N(CC(=O)NCCc1ccccc1)c1cccc([N+](=O)[O-])c1,3%,1%,-2%,-5%,-2%,6,-1%,-15,-3%,-1%,0.0%
COc1ccc(NC(=O)/C(C#N)=C\c2ccc(Br)o2)cc1,-17%,3%,4%,.,0%,3,-28%,-17,-1%,0%,0.3%
COc1ccc(-n2c(CCC(=O)O)ccc2-c2ccccc2)cc1,0%,2%,-3%,10%,-6%,24,12%,-22,12%&16%,8%,-1.4%
COc1cc2c(=O)n(CCC(=O)NCC3CCCO3)c(=O)n(CC(=O)c3ccc(Cl)cc3)c2cc1OC (stereo not drawn),-4%,0%,2%,-9%,-6%,0,13%,15,-15%,-3%,0.4%
Cc1occc1C(=O)NNC(=O)COc1ccc(Br)cc1Br,2%,18%,0%,-1%,-4%,-3,-22%,13,?,4%,-3.0%
CNC(=S)Nc1ccc(Br)cc1,-6%,2%,3%,0%,-2%,1,-8%,-17,8%,3%,6.9%
O=C(Cn1c2c(c(-c3ccccc3Cl)cc1=O)CCC2)NCC1CCCO1 (stereo not drawn),2%,3%,.,.,-6%,1,6%,-19,?,0%,-0.5%
Nc1nc(COc2ccccc2C=O)nc(Nc2ccccc2)n1,3%,0%,.,.,0%,1,15%,-18,-1%,1%,-0.5%
CC1CCN(CCCCOc2ccc(Br)cc2)CC1,1%,-2%,2%,-3%,7%,5,-57%[inhibitor],-29,-6%,-1%,-0.3%
COc1cc(NC(=O)CSCC(=O)N(C)C2CCCCC2)cc(OC)c1,-6%,.,.,.,-6%,.,-16%,7,0%,5%,-0.1%
CC(=O)Nc1ccc(NC(=O)COC(=O)c2ccc(S(=O)(=O)NCc3ccco3)cc2)cc1,0%,.,.,.,0%,.,8%,10,4%,-1%,-0.3%
CCn1c(=NC(=O)CSCC(=O)Nc2nccs2)sc2ccccc21,4%,-1%,-4%,.,2%,-2,-24%,-6,?,-2%,-0.1%
Cc1ccc(SC2=C(Sc3ccc(C)cc3)C(=O)c3ccccc3C2=O)cc1,1%,1%,6%,?,-4%,-30,-16%,21,?,-10%,-0.2%
CCCN1C(=O)c2ccc(C(=O)Nc3ccc4c(c3)OCO4)cc2C1=O,1%,-5%,-3%,.,1%,.,?,-3,6%,-2%,-0.7%
Cn1c(SCc2ccc(C#N)cc2Cl)nc2ccccc21,-3%,4%,7%,-12%,-3%,-9,11%,17,?,-4%,2.8%
O=C(CN(c1ccccc1)S(=O)(=O)c1ccccc1[N+](=O)[O-])NN=C1CCCCCCC1,0%,5%,-1%,-16%,-5%,2,-30%,1,?,-7%,0.0%
O=C(COc1ccc(/C=N/NC(=O)c2ccccc2O)cc1)Nc1ccccc1,3%,1%,7%,-21%,4%,3,2%,-18,?,-2%,-0.1%
CCOc1cc2c(cc1OCC)C(c1ccc(OC)cc1)N(c1ccccc1)C(=O)C2 (stereo not drawn),-2%,-10%,-1%,-1%,0%,2,-1%,30,-14%,.,-0.1%
Cn1c(N)c(C#N)c2c(c1=S)COC(C)(C)C2,-8%,0%,1%,-5%,-1%,-8,16%,22,?,-1%,0.1%
Cc1ccc(-c2nnc(N3CCN(C(=O)COc4ccccc4)CC3)c3ccccc23)cc1,-7%,10%,1%,-14%,3%,0,-37%[inhibitor],-3,-15%,-5%,0.9%
CC(=O)Nc1ccc(S(=O)(=O)Nn2cnnc2)cc1,-1%,17%,4%,-3%,-2%,-1,3%,-19,-2%,4%,-1.1%
CCS(=O)(=O)N1CCN(C(=O)c2cccnc2)CC1,2%,2%,1%,10%,-7%,6,13%,2,3%,2%,0.0%
COc1ccc2c(c1)nc(N)n2Cc1ccccc1,-7%,8%,-5%,.,-5%,-5,-4%,19,3%,2%,-0.5%
CN(CC(=O)Nc1cccc(F)c1)C(=O)c1ccc(COc2ccccc2)o1,0%,.,.,.,-3%,.,-9%,-7,2%,-1%,-0.5%
Cc1cccc(C(=O)NC(NC(=S)Nc2ccc(S(N)(=O)=O)cc2)C(Cl)(Cl)Cl)c1 (stereo not drawn),5%,-6%,0%,?,3%,1,7%,18,-6%,-1%,0.0%
Fc1ccc(C2=NN(c3ccccc3)C(c3ccco3)C2)cc1 (stereo not drawn),0%,-2%,-1%,?,-2%,-4,-2%,5,?,i,-0.6%
COC(=O)C1=C(C(=O)OC)[C@@H]2N(C)c3ccc(OC)cc3[C@@]23C[C@@H](C(=O)OC)N(S(=O)(=O)c2ccc([N+](=O)[O-])cc2)C3=N1,5%,1%[11.5 µM],-1%,-7%[11.7 µM],-4%,1&-2,-7%,-13,-3%,1%,-0.2%
CCn1c(NCc2cc(OC)c(OC)c(OC)c2)nc2ccccc21,-1%,-1%,0%,-8%,-4%,2,15%,2,?,2%,-0.6%
Cc1ccc(C(=O)N2CCCCCC2)cc1Br,0%,2%,2%,-22%,0%,0,-5%,-5,7%,-1%,5.9%
O=C(NCc1ccco1)c1ccc(Cn2c(=O)c3ccccc3n(Cc3ccc(Cl)cc3)c2=O)cc1,3%,-1%,-2%,.,-5%,-2,-27%,5,?,-2%,0.0%
O=C(c1coc(=O)c(Br)c1)N1CCC(C(O)(c2ccccc2)c2ccccc2)CC1,0%,-6%,7%,.,1%,6,-4%,3,-4%,.,0.2%
C=CCN(C(=O)c1csnn1)C(C(=O)NCc1ccccc1)c1cccs1 (stereo not drawn),-3%,.,-2%,-1%,-1%,1,0%,5,3%,6%,-0.3%
COc1cccc(C(=O)N/N=c2\oc3c(OC)cccc3cc2C(=O)NCc2ccccc2)c1,4%,4%,0%,5%,1%,2,29%,-18,-28%,-10%,-0.3%
CN(C)S(=O)(=O)N1CCN(c2ccccc2)CC1,2%,-2%,-1%,4%,-2%,2,17%,15,2%,1%,0.1%
O=C(O)COCC(=O)Nc1ccc(Oc2ncnc3cc(Cl)ccc23)nc1,-1%,-2%,4%,.,5%,1,2%,-1,7%,4%,-0.2%
COc1ccc(-c2nc(NC(=O)CCNC(=O)c3ccco3)sc2C)cc1,0%,1%,-1%,3%,-1%,-1,-37%,8,6%,-2%,0.2%
O=c1c2ccccc2c(/C=N/n2cnnc2)c(O)n1-c1ccccc1F,2%,2%,3%,?,-25%,1,-3%,-1,-3%,488%[activator],-0.7%
CC(C)(C)OC(=O)NCCc1n[nH]c(=S)o1,-4%,-12%,5%,.,-2%,-1,23%,6,11%,0%,0.0%
Cc1ccc(C(C(=O)NC(C)(C)C)N(C(=O)c2csnn2)C2CC2)cc1 (stereo not drawn),-3%,-16%,-1%,-10%,-4%,-1,-19%,-5,-1%,1%,-0.6%
Cc1ccc(N(CC(=O)Nc2cccc(N(C)S(C)(=O)=O)c2)S(C)(=O)=O)cc1,1%,-9%,0%,0%,-8%,4,14%,4,-16%,0%,-1.8%
O=C(O)C1CCC(CNS(=O)(=O)c2ccc(Cl)cc2)CC1 (stereo not drawn),-3%,.,2%,3%,-1%,1,-18%,-20,-1%,2%,-0.4%
COc1cccc(Nc2nc(N)c([N+](=O)[O-])c(NCc3ccco3)n2)c1,2%,6%,.,.,1%,-6,20%,11,?,?,-2.4%
CSc1ccccc1NC(=O)CSCc1ccc(C)cc1,1%,-8%,-1%,-13%,-5%,6,21%,8,?,-3%,-0.9%
Cc1c(Br)cnn1C(C)C(=O)N1CCN(c2ccc(F)cc2)CC1 (stereo not drawn),-9%,.,.,.,-2%,.,5%,-14,-2%,0%,-2.3%
CCOC(=O)C1CCCN(c2c(NCC3CCCO3)c(=O)c2=O)C1 (stereo not drawn),-1%,7%,0%,5%,-3%,-5,1%,-8,0%,2%,3.3%
CCc1ccc(NC(=S)NC(=O)c2c(-c3ccccc3Cl)noc2C)cc1,-3%,-2%,0%,.,-5%,0,13%,-2,0%,-7%,0.1%

# Screening results as filed in PubChem BioAssay.

# Not all compounds are listed (hit frequency here may not be typical).
